Insulin prom up: MIN6 insulin promoter up-regulation; MIN6 insulin promoter-GFP reporter, high-content imaging; active compounds read high; z-score at 5 µM; 190,000 tested, 0.3% active;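 active = z-score above 3 at 5 µM with at least 500 cells counted in the well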
TNAP activation fold: human TNAP enzyme activators, primary screen, biochemical, luminescent, no phosphate acceptor, uHTS (AID 1001). purified TNAP, luminescent activation assay, no phosphate acceptor; higher activation fold means a stronger effect. activation fold at 20 µM, or EC50 in µM where a hit was titrated. 200,000 tested, 0.03% active; in the data active = activation fold from about 3, or a potency from the dose series; inactive = the rest, 99 in 100 with activation fold below about 1.6; note: many of its hits are not listed in these tables
Myeloid diff MLP: promotes myeloid progenitor differentiation | ER-HoxA9 myeloid progenitors, lysozyme-GFP differentiation, flow cytometry | calls only at 10 µM | 360,000 tested, 1% active;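 active = normalized GFP-positive differentiation at or above the plate's own cutoff, the solvent-only control mean plus 3 SD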;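 note: cells exposed to compound for four days before flow analysis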
MT stabilizer: stabilizes microtubules in HeLa cells | HeLa tubulin immunostaining HCS, 24 h; share of cells brighter than vehicle mean+2SD | % tubulin-high responders, % at 10 µM | 200,000 tested, 0.83% active | AID 2205;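 active = plate Z-score above 3 for both tubulin-high and condensed-nucleus cell shares, with cell loss under 80%, at 10 µM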;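 note: anti alpha tubulin signal scored within the nucleus-defined area of each cell; some results filed as inactive read as strong as hits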
Dynein transport: dynein cargo transport inhibition; 3617.4 mouse cells, GR-EGFP nuclear translocation imaging; test concentration mostly 20 µM; stimulated with dexamethasone, 1 µM; active compounds read low; z-score, hits read low; 220,000 tested, 0.47% active; AID 1381;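 active = plate z-score of nuclear minus cytoplasmic receptor signal below a set negative limit, without overly bright fluorescence or cell loss, cut at about -3.5 in these data, passing the limit was not always enough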;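 note: z-score of nuclear minus cytoplasmic ring GR-EGFP intensity difference per well; some compounds called inactive have numbers as strong as hits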
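Also added: dexamethasone, 1.0 µM final. Medium: tet-free, stripped-serum medium. Detection: fixed, Hoechst-stained cells imaged at 10x for EGFP. Read-out: nuclear-to-cytoplasmic GR-EGFP distribution per well. Times: induction 48 h, compound 1 h, agonist 30 min.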
PMI inhibitors: MPI enzyme activity inhibition – biochemical, fluorescence intensity, coupled assay, primary screen (AID 1209); 190,000 tested, 0.42% active; purified PMI enzyme, coupled fluorescence intensity; higher % means a stronger effect; inhibition, % at 20 µM; hits with a dose series show IC50 in µM; in the data active = inhibition above about 50%;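 note: plate controls were DMSO vehicle for no effect and wells lacking substrate for full effect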
bCat nuc transl: beta-catenin nuclear translocation modulation; HeLa beta-catenin nuclear translocation, immunofluorescence imaging; nuclear translocation activity, % at 5 µM; 190,000 tested, 0.3% active;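 active = nuclear translocation activity above 50% at 5 µM, with a well cell count of 50 or more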;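 note: per-cell ratio of nuclear to cytoplasmic median beta-catenin stain intensity; plate controls were DMSO negative control for no effect and GSK-3 inhibitor IX positive control for full effect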
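Assay system: human HeLa cells, native beta-catenin; doses: 5 µM primary, 0.02–20 µM confirmation; incubation: compound treatment 24 h, 37°C, 5% CO2; technique: fluorescence imaging of beta-catenin antibody stain plus DAPI; measure: % activation, nuclear-to-cytoplasmic median beta-catenin signal ratio per cell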
T cell HTS: T cell immune modulation candidate; 2C CD8+ T cell-vesicle binding, flow cytometry; active compounds read low; calls only at 7 µM; 330,000 tested, 0.068% active; AID 2052;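 active = response, share of CD8 T cells binding vesicles, and their 90th percentile fluorescence all below set limits, cut at about 80% in these data, passing the limit was not always enough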
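Read-out – percent CD8+ FL2 mean versus row control · System – murine 2C transgenic CD8+ T lymphocytes · Times – 1.5 h cell–vesicle binding at 37 °C, then 20 min icy labelling · Control set – naked vesicles low, QL9 vesicles with vehicle high · Detection – cytometric PE anti-B7-1 and Alexa647 anti-CD8 signals after 1% paraformaldehyde fixation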
Hep lipid drop: modulators of hepatic lipid droplet formation; AID 1656; 240,000 tested, 0.4% active; inhibition, % at 6.5 µM; AML12 mouse hepatocytes, oleate lipid droplets, BODIPY imaging;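 active = lipid droplet intensity inhibited by at least 50%, with more than 500 cells counted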
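Assay system: AML12 mouse liver cells | Compound dosing: One dose, 6.5 µM compound | Read-out basis: Droplet intensity reduction, % inhibition | Measured by: Fluorescence imaging, 20x objective, two fields per well | Schedule: Overnight treatment with compound plus oleate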
Dynein transport cytoplasmic EGFP: also measured in Dynein transport; calls as there; z-score; measured here: cytoplasmic GR-EGFP intensity; active compounds read high
Dynein transport nuclear GR-EGFP: recorded beside Dynein transport, whose call it bears; z-score; measured here: nuclear GR-EGFP intensity;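 lower value marks the stronger effect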
Dynein transport cell count: recorded beside Dynein transport, whose call it bears; z-score; measured here: cell count per field
Insulin prom up cell count: further read-out of Insulin prom up, marked with its call; cell count; measured here: cytotoxicity, nuclei count;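 total cells summed across four imaged fields per well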
Hep lipid drop cells 6.5 µM: further read-out of Hep lipid drop, marked with its call; cell count; measured here: cell count, cytotoxicity flag;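 cells counted across two imaged fields per well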
bCat nuc transl cell count 5 µM: also measured in bCat nuc transl; calls as there; cell count; measured here: cell count, cytotoxicity flag
T cell HTS vesicle-bound %: recorded beside T cell HTS, whose call it bears; double positive events, %; measured here: CD8+ vesicle-bound cell fraction;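 binding gate set so that unloaded-vesicle control wells show 10% double positive cells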
MT stabilizer Hoechst-high %: also measured in MT stabilizer; calls as there; % Hoechst-high responders; measured here: nuclear condensation Hoechst responders;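 share of cells brighter than vehicle mean plus two SD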
MT stabilizer cytotoxicity %: second read-out of MT stabilizer, no call of its own (marks repeat the call); toxicity, %; measured here: cytotoxicity by cell density;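 0% = mean cell density of plate MIN control wells and 100% = no cells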
Myeloid diff MLP GFP+ MAC1+ %: recorded beside Myeloid diff MLP, whose call it bears; GFP+ MAC1+ double positive, %; measured here: differentiation confirmed by MAC1 staining
Numbers without * were called inactive; i = inactive; x = no result given; + = active, no number.

canonical_smiles	Insulin prom up	Insulin prom up cell count	TNAP activation fold	Myeloid diff MLP	Myeloid diff MLP GFP+ MAC1+ %	MT stabilizer	MT stabilizer Hoechst-high %	MT stabilizer cytotoxicity %	Dynein transport	Dynein transport cytoplasmic EGFP	Dynein transport nuclear GR-EGFP	Dynein transport cell count	PMI inhibitors	bCat nuc transl	bCat nuc transl cell count 5 µM	T cell HTS	T cell HTS vesicle-bound %	Hep lipid drop	Hep lipid drop cells 6.5 µM
CC(C)(C)OC(=O)NC(CC(=O)OCc1ccccc1)C(=O)O (stereo not drawn)	0.01	998	x	i	0.4	x	x	x	-0.0958	-0.265	-0.127	-0.104	x	0.2	1280	i	48.2	-6.6	664
Cc1ccc(S(=O)(=O)NNC(=O)c2ccoc2C)cc1	0.21	1092	x	i	0.5	x	x	x	-0.0485	-0.229	0.638	-1.29	x	0.2	1312	i	37.0	1.6	738
COc1ccc(/C=N/Nc2ccccn2)c(OC)c1OC	-0.23	1176	1.1	i	0.2	2.8	3.3	5.3	2.14	-0.26	1.7	-1.79	7.9%	-2.5	1181	i	24.9	5.4	734
Cn1c(CN2CCOCC2)c(C#N)c2ccccc21	x	x	1.1	i	0.9	1.7	2.6	9.6	0.324	-0.192	0.171	-0.0716	-5.4%	-5.6	906	i	9.7	x	x
C(=N\n1cnnc1SCc1ccccc1)/c1ccco1	-0.29	1460	1.2	x	x	1.9	3.0	6.9	-0.637	-0.166	0.0583	0.199	14.5%	-2.6	971	i	16.2	x	x
COc1cccc(C2=NOC(C(=O)N3CCN(C(=O)c4ccco4)CC3)C2)c1 (stereo not drawn)	x	x	1	i	7.4	5.2	2.3	7.8	0.224	-0.238	0.323	1.26	5.0%	-0.2	1116	i	47.3	-17.2	655
Cc1ccc(NC(=O)COC(=O)C2=COCCO2)cc1	-0.66	1527	1.1	i	1.5	1.3	1.6	4.1	-0.158	-0.207	-0.0218	0.465	-4.5%	0.1	1411	i	50.7	x	x
CS(=O)(=O)N1CCN(c2nc3ccccc3s2)CC1	-0.43	1134	1.1	i	8.2	2.1	2.8	16.1	-0.978	-0.144	-0.275	0.457	7.1%	-2.4	1190	i	6.7	x	x
O=c1c2ccccc2[nH]c(=S)n1CCN1CCCC1	0.18	1567	1.1	i	1.0	2.9	1.4	6.0	-0.654	-0.0986	-0.453	0.474	-7.3%	-5.3	1149	i	35.8	1.2	687
CC(C)OC(=O)CC1C(=O)NCCN1C(=S)NC(=O)c1cccs1 (stereo not drawn)	-0.38	1499	1.1	i	0.7	4.8	1.8	7.3	1.27	-0.306	0.375	-0.282	17.4%	0.9	955	i	57.8	11.0	711
Cc1ccc(C)c(C(=O)CSc2nnnn2C(C)C)c1	0.77	1492	1.1	i	0.2	2.9	2.0	11.2	-0.268	-0.107	-0.292	0.264	1.6%	-1.7	1006	i	17.8	-20.5	615
Cc1ccc(S(=O)(=O)NCC(C)NS(=O)(=O)c2ccc(C)cc2)cc1 (stereo not drawn)	0.06	1285	1	i	0.4	2.7	1.9	4.9	-0.854	-0.283	-0.636	0.704	-0.5%	x	x	i	46.6	-8.7	753
Cc1ccc(N2C(=O)CC(n3nc(C)cc3C)C2=O)cc1 (stereo not drawn)	0.23	982	1.1	i	3.5	1.3	1.7	8.8	-0.618	-0.207	-0.299	0.724	-8.3%	x	x	i	36.5	7.2	751
O=C(COc1ccc(/C=N/NC(=O)c2cc3ccccc3o2)cc1Br)Nc1ccccc1	x	x	0.9	i	3.4	2.7	1.7	5.1	0.732	-0.226	1	0.277	-16.3%	x	x	i	26.1	x	x
CCc1ccc(OCC(=O)N2c3ccccc3CCc3ccccc32)cc1	-0.21	1528	1.1	i	0.3	4.6	6.3	10.1	-0.585	-0.329	-0.631	0.425	16.1%	7.5	987	i	45.4	-4.6	659
CCOC(=O)Cc1c(C)nc2c(-c3ccc(OC)cc3)c(C)nn2c1C	-0.35	781	0.9	i	0.0	3.7	2.8	4.1	-0.159	-0.142	0.205	0.235	-2.3%	-3.5	1104	i	38.3	-20.0	612
CCOc1ccc(NC(=S)Nc2cc(OC)c(Cl)cc2OC)cc1	x	x	1.1	i	2.5	2.5	2.2	1.7	1.77	-0.239	0.949	-1.51	17.8%	-0.7	906	i	53.3	8.1	435
Cc1nn(C)c(C(=O)Nc2ccn(Cc3c(F)c(F)cc(F)c3F)n2)c1[N+](=O)[O-]	0.48	937	1	+	4.7*	3.3	1.5	5.6	0.216	-0.139	0.759	0.464	-2.3%	-0.3	1072	i	35.3	-20.0	722
CCOc1ccccc1NC(=S)N1CCC(NC(=O)c2ccco2)CC1	-0.07	1631	1.1	i	0.9	2.9	1.5	7.3	-0.336	-0.344	0.0192	0.628	0.3%	-2.3	916	i	1.8	13.8	732
O=C(CSc1nncn1-c1ccccn1)Nc1cccc(Cl)c1	-0.01	1706	1	i	0.1	2.8	2.7	8.6	1.74	-0.103	0.915	-0.653	-4.5%	-3.2	1108	i	17.8	1.5	667
CCCCN(CC)C(=O)CSc1cc(=O)n(C)c2ccccc12	-0.87	1269	1.1	i	1.0	3.5	1.6	7.7	-0.304	-0.219	0.35	0.0233	6.2%	x	x	i	30.5	-2.0	698
CC1(C)CC2(CC(C)(C(=O)CSc3nc4ccccc4s3)OC2=O)C(=O)O1 (stereo not drawn)	-1.11	1578	1.1	i	0.9	2.0	1.7	9.8	-0.654	-0.172	-1.06	-0.0197	7.8%	-0.1	1397	i	35.0	x	x
COc1ccc(N(C)C(=O)CCS(=O)(=O)c2cccc3nonc23)c(OC)c1	0.5	1049	1.1	i	0.7	1.9	1.3	5.7	0.257	-0.323	0.0498	0.25	4.5%	x	x	i	61.5	1.3	795
COC(=O)c1ccc(OCC2c3cc(OC)c(OC)cc3CCN2C(=O)C2CC2)cc1 (stereo not drawn)	-1.81	936	1.1	i	17.2	4.0	5.3	7.0	0.88	-0.321	0.495	-0.484	15.1%	1.3	1366	i	14.1	x	x
N#CC1=C2C=CC=CN2CC1=O	-1.63	1369	1.1	i	0.8	4.8	2.6	9.0	-0.175	-0.325	0.116	-0.0123	9.4%	-4.6	769	i	27.0	x	x

Next structures:
canonical_smiles	Insulin prom up	Insulin prom up cell count	TNAP activation fold	Myeloid diff MLP	Myeloid diff MLP GFP+ MAC1+ %	MT stabilizer	MT stabilizer Hoechst-high %	MT stabilizer cytotoxicity %	Dynein transport	Dynein transport cytoplasmic EGFP	Dynein transport nuclear GR-EGFP	Dynein transport cell count	PMI inhibitors	bCat nuc transl	bCat nuc transl cell count 5 µM	T cell HTS	T cell HTS vesicle-bound %	Hep lipid drop	Hep lipid drop cells 6.5 µM
O=C(Nc1ccccc1Oc1ccccc1)c1ccccc1F	-0.56	1347	1.1	i	0.2	1.6	2.6	3.7	-0.267	-0.297	-0.0646	-0.294	5.5%	x	x	i	44.6	-1.4	704
CCOc1ccccc1N1CCN(S(=O)(=O)c2ccc(F)c(F)c2)CC1	-0.47	927	1	i	1.0	1.3	1.5	10.1	-0.618	-0.201	-0.308	0.355	-8.0%	-2.2	705	i	32.3	x	x
CCn1c(O)c(N=NC(=O)CNc2ccc(C)cc2)c2ccccc21	0.74	1259	1	i	0.2	5.1	2.7	10.6	2.96	-0.00487	2.93	-1.98	7.4%	-4.8	545	i	55.6	5.5	663
O=C(COc1ccccc1Br)NC1CCCC1	-0.17	1248	1	i	0.9	3.0	2.2	9.8	-0.115	-0.226	0.0459	-0.127	-6.8%	0.2	559	i	45.7	1.6	662
O=[N+]([O-])c1cccc(-n2nnnc2CN2CCCC2)c1	-0.25	1217	1.1	i	0.4	3.4	2.3	6.2	0.774	-0.128	0.544	0.104	-19.9%	-2.0	1104	i	50.2	12.8	696
Cc1c(Cl)cnc(NC(=O)CSc2nnc3ccccn23)c1Cl	0.32	1263	1	i	1.2	1.6	2.2	9.8	-0.0801	-0.194	0.356	-0.456	16.9%	0.0	1082	x	x	-1.4	749
Cc1ccc(NC(=S)NC(C)CCc2ccccc2)cc1C (stereo not drawn)	-0.09	1424	1.2	i	1.1	0.9	3.9	12.8	0.398	-0.248	1.08	-0.576	4.7%	x	x	i	34.6	-23.6	708
Clc1cccc(-c2cc3nc4c(c(N5CCOCC5)n3n2)CCCC4)c1	0.26	1037	1	i	2.0	2.3	3.2	7.2	0.0613	-0.171	0.599	0.0339	18.7%	1.8	1078	x	x	1.0	697
COc1cc(OC)cc(C(=O)Nc2cccc(N3CCCC3)c2)c1	0.36	1229	1.1	i	1.0	3.3	2.0	3.1	-0.577	-0.16	0.0507	-0.566	21.7%	3.8	1155	i	33.0	-8.5	749
COc1ccc(C(=O)NCC(=O)OCC(=O)c2ccc3c(c2)NC(=O)CO3)cc1OC	0.12	1402	1.1	i	0.4	3.4	1.9	0.3	0.0401	-0.172	0.0817	-0.0359	-5.5%	-2.5	1082	i	27.2	-15.3	691
C=CCSc1nc(C)c(CC(=C)C)c(=O)[nH]1	0.56	1216	1	i	0.7	4.6	1.4	4.9	0.451	-0.264	0.152	0.826	4.8%	-0.1	874	i	55.3	6.2	706

Screening results: PubChem BioAssay, several laboratories
